# Screening data from PubChem.
# RTF Ca sens act = cardiac RTF calcium sensitization | P19429+P45379 | IANBD-labeled TnC RTF fluorescence at EC20 calcium; 0% EC20 calcium, 100% full calcium | activation, % at 7.2 µM | 0.24% of 340,000 active | AID 493008;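 active = activation above the mean over all tested compounds plus 3 SD, cut at about 30% in these data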;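 note: rise in fluorescence read as greater calcium sensitivity of cardiac thin filaments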
# V-ATPase pH = regulators of yeast V-ATPase proton transport | S. cerevisiae, pHLuorin cytosolic pH fluorescence | response, % at 10 µM | 0.37% of 350,000 active; in the data active = response mostly above about 7.3%, no sharp cut-off; inactive = mostly below about 5.4%; note: actives read high; inactives centre near 0; some compounds called inactive have numbers as strong as hits; reference of the scale not given here
# MITF TRPM1 HTS = MITF TRPM1 promoter activation in melanoma cells. SK-MEL-5 TRPM1-promoter luciferase, 24 h; % of positive control, neutral wells = 0. activation, % at 12.5 µM. 0.75% of 300,000 active. AID 588334;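 active = mean activation of at least 80% with every replicate also reaching 80%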;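 note: 0% = neutral control wells and 100% = parthenolide positive control wells; values of inactives mirror those of a sister screen read the other way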
# CAL PDZ FP-1 = inhibitors of human CAL PDZ peptide binding; purified CAL PDZ, TMR-peptide fluorescence polarization, 1 h; inhibition, % at 24.9 µM; 0.92% of 300,000 active; AID 602252;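 active = mean inhibition of at least 30% with at least half of replicates also reaching 30%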;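 note: 0% = DMSO neutral control and 100% = excess unlabeled competitor peptide PRC23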
# Rtt109 HAT inh = blocks Candida albicans Rtt109/Vps75 acetyltransferase activity. Q5AAJ8. purified Rtt109/Vps75, ThioGlo CoA-SH fluorescence, 4 h. inhibition, % at 34.9 µM. 0.16% of 330,000 active;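 active = inhibition of at least 50% in every replicate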
# Target sequence (Q5AAJ8 whole entry, looked up): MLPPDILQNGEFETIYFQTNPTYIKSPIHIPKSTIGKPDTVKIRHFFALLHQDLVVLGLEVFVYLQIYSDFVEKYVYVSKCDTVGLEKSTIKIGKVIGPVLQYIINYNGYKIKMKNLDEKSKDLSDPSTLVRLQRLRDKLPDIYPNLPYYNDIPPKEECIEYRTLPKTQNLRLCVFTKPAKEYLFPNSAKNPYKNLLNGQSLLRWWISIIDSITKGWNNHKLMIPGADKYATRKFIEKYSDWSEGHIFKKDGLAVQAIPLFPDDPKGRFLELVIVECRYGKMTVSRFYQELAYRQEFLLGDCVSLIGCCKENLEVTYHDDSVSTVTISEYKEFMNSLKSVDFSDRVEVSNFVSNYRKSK
# dFosB act = mouse delta FosB homodimer activation | P13346 | purified delta FosB, TAMRA-CDK5 oligo fluorescence polarization; percent of positive-control signal above neutral wells | activation, % at 25 µM | 0.99% of 340,000 active;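 active = mean activation above about 17%, with every replicate also reaching it, limit read from the data, passing the limit was not always enough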;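 note: fluorescence polarization rise as delta FosB binds a TAMRA Cdk5 AP-1 oligo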
# Wnt act = activates Wnt/beta-catenin signaling in a reporter cell assay; activator, plate reader; activation, % at 9.35 µM; 1.2% of 300,000 active; in the data active = activation above about 30%, passing the limit was not always enough;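 note: 0% = neutral control wells and 100% = positive control wells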
# Tat transport = E. coli Tat transport inhibition | E. coli MC4100 TorA-mCherry Tat export, fluorescence | inhibition, % at 10 µM | 0.036% of 340,000 active;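 active = mean replicate inhibition at least 50% and at least half of replicates individually reaching 50%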;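 note: exported cargo escapes ClpAP degradation while cytoplasmic cargo is degraded and loses fluorescence; 0% = median of neutral control wells and 100% = median of NaSCN control wells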
# CDK5 inh = blocks human CDK5/p35 kinase activity; Recombinant CDK5/p35, ADP-Glo luminescence, 60 min; inhibition, % at 10 µM; 0.01% of 330,000 active;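 active = highest replicate inhibition of at least 50% and at least 75% of replicates reaching 50%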;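 note: plate controls were DMSO neutral control for no effect and GW8510 at 10 µM for full effect; many of its hits are not listed in these tables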
# Target sequence (Q00535 whole entry, looked up): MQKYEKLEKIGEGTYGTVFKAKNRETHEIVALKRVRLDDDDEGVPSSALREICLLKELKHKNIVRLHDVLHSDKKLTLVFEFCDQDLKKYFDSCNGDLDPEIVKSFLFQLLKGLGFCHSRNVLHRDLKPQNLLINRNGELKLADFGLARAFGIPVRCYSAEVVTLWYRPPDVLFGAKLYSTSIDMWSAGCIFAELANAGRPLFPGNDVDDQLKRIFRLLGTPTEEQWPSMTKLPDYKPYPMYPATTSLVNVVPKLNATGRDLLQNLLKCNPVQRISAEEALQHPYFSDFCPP
# Target sequence (Q15078 whole entry, looked up): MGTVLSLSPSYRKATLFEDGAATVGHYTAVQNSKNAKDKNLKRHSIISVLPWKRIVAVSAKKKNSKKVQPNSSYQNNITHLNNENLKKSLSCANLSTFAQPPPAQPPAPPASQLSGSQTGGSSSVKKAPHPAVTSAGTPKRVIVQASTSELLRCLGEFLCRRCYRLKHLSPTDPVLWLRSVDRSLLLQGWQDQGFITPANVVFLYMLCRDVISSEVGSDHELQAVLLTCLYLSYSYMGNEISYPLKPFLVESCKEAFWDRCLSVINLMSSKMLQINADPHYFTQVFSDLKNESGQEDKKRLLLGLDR
# CAL PDZ FP-2 = inhibitors of human CAL PDZ peptide binding; inhibition, % at 20 µM; 0.02% of 330,000 active; AID 504414; purified CAL PDZ, TMR-peptide fluorescence polarization, 1 h;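 active = highest replicate inhibition of at least 40%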;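 note: plate controls were DMSO neutral control wells for no effect and unlabeled competitor peptide control wells for full effect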
#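 System: tagged CAL PDZ domain. Schedule: 1 h room-temperature incubation prior to read. Signal: fluorescence polarization (mP). Measure: percent inhibition from loss of millipolarization.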
# The depositor's hits bear a star; x = not tested or not shown. Random draw from the library. About 4.1% of those tested had a hit in this group.
1. O=C(Nc1ccccn1)c1cccs1
2. CCn1c(-c2cc(C3CC3)nc3ccccc23)n[nH]c1=S
3. FC(F)(F)c1cnc(/C=C/Nc2ccccc2Cl)c(Cl)c1
4. Cc1cccc(COc2ccc(S(=O)(=O)N3CCOCC3)cc2[N+](=O)[O-])c1
5. COc1ccc(NS(=O)(=O)c2ccc(NC(=S)NC(=O)/C=C/c3ccccc3)cc2)nn1
6. COc1ccccc1NC(=S)NNC(=O)c1ccccc1
7. Cc1ccc(-n2nc3c(c2NC(=O)c2ccc4c(c2)OCO4)CSC3)cc1
8. Cc1ccc(S(=O)(=O)Nc2cccc(C(=O)NCCCN3CCCC3=O)c2)cc1F
assay / compound	1	2	3	4	5	6	7	8
RTF Ca sens act	1	6	-2	-7	0	3	-6	15
V-ATPase pH	3	3	1	-1	-1	-4	4	-3
MITF TRPM1 HTS	54	-8	0	-5	2	30	-1	-7
CAL PDZ FP-1	-4	-3	-3	-4	-4	-4	-3	-4
Rtt109 HAT inh	-4	-2	-4	x	6	-8	-1	-1
dFosB act	6	-7	-6	2	-3	0	-11	-7
Wnt act	x	-2	-5	-4	x	x	x	-1
Tat transport	0	-6	3	-6	-3	3	-3	-1
CDK5 inh	0.9	1.3	-1.3	-1.3	-0.4	1.9	1.6	-1.2
CAL PDZ FP-2	-1.4	-0.7	0.1	-2.4	-6.0	-0.3	x	-5.5

9. CCOC(=O)c1cc(-c2ccccc2)nc2c1c(C)nn2-c1ccccn1
10. O=C(CSCC(=O)NC1CC1)Nc1ccccc1
11. CSc1nsc(SC)c1C(=O)N1CCN(S(=O)(=O)c2ccc(C)cc2)C1C(C)C (stereo unspecified)
12. C[C@]12c3[nH]c4ccccc4c3CCN1C(=O)C(CC(=O)NCCN1CCOCC1)C[C@@H]2C(=O)N1CCCCC1 (stereo partly specified)
13. CCCn1c2ccccc2c2cnn(CC(=O)NCCCN3C(C)CCCC3C)c(=O)c21 (stereo unspecified)
14. C=CCNS(=O)(=O)c1ccc(OCC(=O)OCC)cc1
15. COc1ccc(NS(=O)(=O)c2cccc(C(=O)NCC(c3ccc(OC)cc3)N3CCCCC3)c2)cc1 (stereo unspecified)
16. O=C(c1ccc(Cl)cc1)C1CCN(C(=O)NC2CCCCC2)CC1
assay / compound	9	10	11	12	13	14	15	16
RTF Ca sens act	1	7	0	6	-1	-1	7	3
V-ATPase pH	-4	2	0	-1	3	-1	7	4
MITF TRPM1 HTS	1	x	-2	-2	20	-3	32	-4
CAL PDZ FP-1	-1	-5	-1	-3	-1	-3	x	x
Rtt109 HAT inh	3	6	-1	1	8	7	-5	1
dFosB act	2	-7	3	5	-10	-1	-7	-11
Wnt act	-3	-1	x	-1	-1	-1	5	x
Tat transport	-4	-2	14	-10	0	5	-11	-2
CDK5 inh	0.6	0.7	-0.4	0.8	-0.1	0.7	-6.2	0.9
CAL PDZ FP-2	-9.5	x	-0.9	0.7	-2.1	-1.3	-1.7	-2.1

# Full records, looked up by structure.
# Shown for O=C(Nc1ccccn1)c1cccs1 = RTF Ca sens act: 1; V-ATPase pH: 3; MITF TRPM1 HTS: 54; CAL PDZ FP-1: -4; Rtt109 HAT inh: -4; dFosB act: 6; Wnt act: x; Tat transport: 0; CDK5 inh: 0.9; CAL PDZ FP-2: -1.4
# Shown for O=C(c1ccc(Cl)cc1)C1CCN(C(=O)NC2CCCCC2)CC1 = RTF Ca sens act: 3; V-ATPase pH: 4; MITF TRPM1 HTS: -4; CAL PDZ FP-1: x; Rtt109 HAT inh: 1; dFosB act: -11; Wnt act: x; Tat transport: -2; CDK5 inh: 0.9; CAL PDZ FP-2: -2.1
# Shown for CCn1c(-c2cc(C3CC3)nc3ccccc23)n[nH]c1=S = RTF Ca sens act: 6; V-ATPase pH: 3; MITF TRPM1 HTS: -8; CAL PDZ FP-1: -3; Rtt109 HAT inh: -2; dFosB act: -7; Wnt act: -2; Tat transport: -6; CDK5 inh: 1.3; CAL PDZ FP-2: -0.7

# New compounds follow.
17. Cc1ccc(NCc2nc(SCC(=O)Nc3ccccc3)n[nH]2)cc1
18. N#CC(C#N)=NNc1ccc(S(=O)(=O)N2CCCCC2)cc1
19. Cc1ccc2[nH]c(=O)c(CN(C)C(=O)c3cccs3)cc2c1
20. C=C1CCN([C@H](C(=O)O)C(C)C)S(=O)(=O)c2ccccc21
21. Cc1cc(O)c(C(=O)/C=C/c2ccccc2Br)c(=O)o1
22. Cn1c(=O)c2c(-c3ccc(C(C)(C)C)cc3)n(N3CCOCC3)cc2n(C)c1=O
23. CC1CCC2C(=O)N(c3cccc(OS(=O)(=O)c4ccccc4)c3)C(=O)C2C1 (stereo unspecified)
24. COc1ccc(NC(=O)c2cc3c(CO)cnc(C)c3oc2=Nc2cccc(F)c2)c(OC)c1
assay / compound	17	18	19	20	21	22	23	24
RTF Ca sens act	-1	11	4	0	1	-3	0	-3
V-ATPase pH	2	0	1	4	2	-8	-2	-3
MITF TRPM1 HTS	11	-6	17	25	x	-13	-2	-6
CAL PDZ FP-1	x	1	8	-2	0	-1	-7	-4
Rtt109 HAT inh	3	-2	4	-2	-4	2	11	-1
dFosB act	5	-8	-14	-5	-38	6	-7	-8
Wnt act	0	0	-1	-2	-3	x	-1	1
Tat transport	6	-9	-4	-11	-5	-2	-2	5
CDK5 inh	0.5	-3.8	0.5	-0.3	0.6	0.3	x	-0.7
CAL PDZ FP-2	-0.1	-0.5	-2.5	0.5	-4.1	-0.5	-0.3	1.6

25. COc1cnc(SCc2c(Cl)cccc2Cl)nc1Cl
26. O=C(CCN=C1NS(=O)(=O)c2ccccc21)OCc1nnc(-c2ccccc2)o1
27. Cc1nc2ncnn2c(C)c1CCC(=O)NCc1ccc2c(c1)OCO2
28. CCn1cc(C(=O)O)c(=O)c2cc(F)c(N/N=C/c3ccccc3[N+](=O)[O-])cc21
29. CCn1c(O)c(N=NC(=O)c2ccc(CSc3nncn3C)cc2)c2ccccc21
30. Cc1ccc(S(=O)(=O)N2CCC(C(=O)Nc3ccccc3N3CCCC3)CC2)cc1C
31. CCN(CC)CCNS(=O)(=O)c1ccc(Cl)cc1
32. COC(C[C@H](O)[C@@H](C)[C@@H](O)COCc1ccccc1)OC
assay / compound	25	26	27	28	29	30	31	32
RTF Ca sens act	-6	3	0	-15	-4	-12	14	2
V-ATPase pH	1	4	-7	3	-4	-2	7	-4
MITF TRPM1 HTS	14	-1	x	7	8	-5	-13	5
CAL PDZ FP-1	0	-4	-3	x	-4	-1	0	-3
Rtt109 HAT inh	8	-3	-23	13	4	11	-8	-4
dFosB act	-10	-2	-1	8	-12	0	1	-1
Wnt act	-3	-1	x	-7	-2	0	4	-4
Tat transport	7	7	2	8	0	-1	-2	14
CDK5 inh	0.8	-6.3	-1.1	-0.2	-0.1	0.2	1.8	-2.6
CAL PDZ FP-2	-1.3	-1.1	-0.3	0.2	-0.9	-1.0	-1.6	-1.2

33. O=C(NNC(=O)c1cccs1)c1ccc(Br)cc1
34. COc1ccc(COc2ccccc2C(N)=O)cc1F
35. CCOC(=O)c1c(C)c(C(=O)Nc2ccc3c(c2)OCO3)c(C)n1C
36. CC(=O)NCC(=O)NNC1CC(=O)N(c2cccc(Cl)c2)C1=O (stereo unspecified)
37. O=C1COc2ccc(C(=O)COC(=O)CNC(=O)c3ccccc3)cc2N1
38. CCOC(=O)C1CCCN(C(=O)CCC(=O)Nc2ccc3nc(N4CCOCC4)cc(C)c3c2)C1 (stereo unspecified)
39. Cc1ccc(N2C(=O)N(CC(=O)Nc3cc(F)ccc3C)C(=O)C2C)cc1 (stereo unspecified)
40. CCOC(=O)c1[nH]c(C)c(/C(O)=C2\C(=O)C(=O)N(CCCN(C)C)C2c2cccnc2)c1C (stereo unspecified)
assay / compound	33	34	35	36	37	38	39	40
RTF Ca sens act	-4	-4	-1	2	-3	-4	-4	-3
V-ATPase pH	1	-2	1	-1	-5	-5	4	2
MITF TRPM1 HTS	32	22	45	-7	-2	x	0	-10
CAL PDZ FP-1	x	1	-3	-6	5	2	-2	-4
Rtt109 HAT inh	-5	x	-8	10	-15	-14	1	10
dFosB act	-5	-2	-8	6	-2	-2	-9	-1
Wnt act	3	3	-4	0	-1	x	2	x
Tat transport	-3	-9	-7	13	2	7	2	0
CDK5 inh	0.6	-1.5	-0.1	3.8	0.1	-0.3	0.6	0.5
CAL PDZ FP-2	-0.3	-2.6	x	-1.4	-0.1	-3.5	-3.3	0.4

41. CCOc1c2ccc(C(=O)NCc3cc(C(F)(F)F)cc(C(F)(F)F)c3)cc2nn1CCOC
42. CC1=C(c2ccccc2)[N+](=O)C2(CCCCC2)N1[O-]
43. CCCCCCNC(=O)CNC(=S)N(Cc1cccs1)C1CCCCC1
44. Cc1c(NS(=O)(=O)c2cccc(C(=O)NCc3ccc(Cl)cc3)c2)c(=O)n(-c2ccccc2)n1C
45. COc1ccc(NS(=O)(=O)c2ccc3nc(COc4ccc(C#N)cc4)[nH]c3c2)cc1
46. COc1ccc(S(=O)(=O)N(C)C)cc1NC(=O)CN1CCN(C(=O)C2CC2)CC1
47. COc1cccc(NC(=O)CSc2nnc(NC(=O)C3CCC3)s2)c1
48. CCOC(=O)c1ccc(COC(=O)CNC(=O)CNC(=O)Cc2ccccc2)cc1
assay / compound	41	42	43	44	45	46	47	48
RTF Ca sens act	-2	0	-7	-7	-1	-3	3	-1
V-ATPase pH	-1	-4	2	1	-1	3	-1	1
MITF TRPM1 HTS	5	5	x	-8	10	7	-1	10
CAL PDZ FP-1	-2	-4	-3	-3	-3	0	-2	-3
Rtt109 HAT inh	-2	x	-4	12	-4	-16	-1	4
dFosB act	-2	-3	-21	3	-7	-3	-1	-6
Wnt act	-5	-3	-2	-9	x	4	-9	-2
Tat transport	-7	3	12	-2	-3	-1	2	-4
CDK5 inh	0.0	-1.1	-2.6	1.1	-1.9	-0.5	-0.5	-2.3
CAL PDZ FP-2	0.1	-2.0	-1.3	0.3	-1.8	-0.4	-2.6	-0.7

49. CC1(C)CC(=O)C=C(NC2CCCCC2)C1
50. CC(C)C1(CCNC(=O)c2cccs2)CCOC(C)(C)C1 (stereo unspecified)
51. Cc1cc(Br)ccc1NC(=O)CN1C(=S)NC(C)(C)CC1C (stereo unspecified)
52. CC(C)Oc1cccc(-c2nnc(SCC(=O)Nc3ccc4c(c3)OCCO4)n2N)c1
53. CC(OC(=O)c1cc2sccc2n1C)C(=O)NCc1ccc(F)cc1 (stereo unspecified)
54. COc1ccccc1C1NC(=O)NC(C)=C1C(=O)OCc1ccccc1 (stereo unspecified)
55. Cn1c(=O)cc(SCC(=O)N2CCCC2)c2ccccc21
56. CN1C(C(=O)NCc2ccc(OC(F)(F)F)cc2)CC2Cn3c(nc4cc5ccccc5cc43)C21 (stereo unspecified)
assay / compound	49	50	51	52	53	54	55	56
RTF Ca sens act	0	0	1	-2	3	-5	1	9
V-ATPase pH	-1	0	1	-2	2	6	-6	2
MITF TRPM1 HTS	5	-12	-18	x	x	x	4	1
CAL PDZ FP-1	-4	3	-1	1	3	-1	0	-2
Rtt109 HAT inh	5	1	2	x	-7	-1	0	5
dFosB act	-5	-5	1	-4	9	8	-1	-1
Wnt act	1	2	-1	-6	x	0	4	-5
Tat transport	-5	0	3	-6	-6	11	1	-3
CDK5 inh	-0.5	0.4	1.9	-0.4	-0.2	2.1	0.5	0.5
CAL PDZ FP-2	-1.0	-0.3	-2.1	-3.9	-1.0	-0.1	-0.9	-0.5
